A3G deaminase: inhibitors of human APOBEC3G DNA deaminase; inhibition, % at 20 µM; actives 0.28% (n = 330,000); AID 493012; Q9HC16; recombinant A3G, ssDNA deamination FAM/TAMRA fluorescence;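 active = inhibition of at least 40% at 20 µM, with no more than 30% in the related APOBEC3A deaminase screen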;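 note: plate controls were DMSO wells with A3G for no effect and wells lacking A3G enzyme for full effect; some compounds called inactive have numbers as strong as hits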
beta cell repl: induces beta-cell replication in MIN6 cells; MIN6 cells proliferation, ATPlite luminescence, 48 h; cells starved in 0.2% serum; 100% = growth in 10% serum; proliferation, % at 10 µM; actives 0.29% (n = 330,000);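 active = compounds whose signal lies at least 3.5 SD above the mean of all wells on their plate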;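 note: 0% = DMSO-treated cells in low-serum medium and 100% = 10% serum control; some compounds called inactive have numbers as strong as hits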
mIAP activ: mouse IAP activation. muIAP, CDP-Star luminescence, 30 min; active compounds read high; 1 = vehicle-only enzyme signal, 0 = enzyme-free wells. activation factor at 10 µM. actives 0.24% (n = 330,000);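 active = activation factor of at least 2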; note: the source names both 10 and 20 µM as test concentration; values of inactives mirror those of a sister screen read the other way
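System: mouse IAP enzyme. Reagent: CDP-Star chemiluminescent phosphatase substrate. Benchmarks: DMSO wells, no-enzyme wells. Times: 30 min enzyme-substrate-compound incubation at room temperature. Detection: luminescence from enzymatic CDP-Star hydrolysis. Doses: test compounds delivered from DMSO solution.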
mIAP block: mouse IAP inhibition. actives 0.2% (n = 330,000). AID 2806. inhibition, % at 10 µM. purified mouse IAP, CDP-Star luminescence, 30 min;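 active = inhibition of at least 40% at 10 µM in the primary screen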;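 note: plate controls were DMSO with enzyme for no effect and no enzyme wells for full effect; values of inactives mirror those of a sister screen read the other way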
APOBEC3A inh: blocks human APOBEC3A ssDNA deamination; P31941; recombinant A3A, FAM/TAMRA ssDNA deamination fluorescence; inhibition, % at 20 µM; actives 0.41% (n = 330,000); AID 493011;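 active = at least 40% inhibition at 20 µM here, with at most 30% in a related deaminase screen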;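 note: plate controls were A3A with DMSO for no effect and wells lacking A3A enzyme for full effect; some results filed as inactive read as strong as hits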
Target sequence (P31941 whole entry, looked up): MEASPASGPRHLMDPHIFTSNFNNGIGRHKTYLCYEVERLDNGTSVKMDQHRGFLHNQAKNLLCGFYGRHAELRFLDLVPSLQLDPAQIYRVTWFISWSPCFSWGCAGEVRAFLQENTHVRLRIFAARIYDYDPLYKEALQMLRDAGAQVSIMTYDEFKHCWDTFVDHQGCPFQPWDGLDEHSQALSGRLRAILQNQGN
hIAP block: human IAP inhibition | actives 0.12% (n = 330,000) | inhibition, % at 10 µM | purified IAP, CDP-Star luminescence, 30 min | P09923;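 active = inhibition reaching a set limit with compound at 10 µM in the primary screen, cut at about 35% in these data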;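 note: plate controls were DMSO wells with enzyme for no effect and no-enzyme buffer wells for full effect; values of inactives mirror those of a sister screen read the other way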
Target sequence (P09923 whole entry, looked up): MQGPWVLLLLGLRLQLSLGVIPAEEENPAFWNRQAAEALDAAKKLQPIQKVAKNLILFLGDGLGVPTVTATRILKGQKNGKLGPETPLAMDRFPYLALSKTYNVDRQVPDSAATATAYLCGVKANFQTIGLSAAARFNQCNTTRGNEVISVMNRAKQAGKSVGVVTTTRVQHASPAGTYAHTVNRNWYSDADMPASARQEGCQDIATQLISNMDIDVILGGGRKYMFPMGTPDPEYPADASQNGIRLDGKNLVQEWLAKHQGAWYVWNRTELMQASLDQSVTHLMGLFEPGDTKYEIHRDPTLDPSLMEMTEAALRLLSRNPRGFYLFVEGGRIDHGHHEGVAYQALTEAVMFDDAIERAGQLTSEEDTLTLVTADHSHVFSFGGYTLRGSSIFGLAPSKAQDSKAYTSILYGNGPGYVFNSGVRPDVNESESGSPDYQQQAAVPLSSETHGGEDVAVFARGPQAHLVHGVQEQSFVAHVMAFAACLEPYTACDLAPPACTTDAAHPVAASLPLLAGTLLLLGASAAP
ATG4B inh: blocks human ATG4B protease cleavage of LC3 substrate. ATG4B cleavage of LC3-PLA2, NBD-HPC fluorescence, 1 h. Q9Y4P1. AID 504462. inhibition, % at 8.33 µM. actives 0.51% (n = 340,000); in the data active = inhibition above about 40%
hIAP act: human IAP activation | P09923 | purified human IAP, CDP-Star luminescence, 30 min; active compounds read high; 1 = vehicle-only enzyme, 0 = enzyme-free background | activation factor at 10 µM | actives 0.16% (n = 330,000) | AID 2524;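 active = activation factor of the enzyme at least 2-fold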; note: the source names both 10 and 20 µM as test concentration; values of inactives mirror those of a sister screen read the other way
MPTP inh: inhibitors of mitochondrial permeability transition pore | actives 1.4% (n = 360,000) | inhibition, % at 10 µM | AID 602449 | isolated mouse mitochondria, Ca2+ swelling absorbance, 30 min;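 active = inhibition of 50% or more, scaled per plate between neutral and stimulator controls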;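 note: 0% = DMSO wells given calcium and 100% = 1 mM EGTA wells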
Active calls of the source: *.

SMILES	A3G deaminase	beta cell repl	mIAP activ	mIAP block	APOBEC3A inh	hIAP block	ATG4B inh	hIAP act	MPTP inh
CC1CCN(CC(=O)Nc2nccs2)CC1	-7	-3	1.1	-6	-5	-24	6	1.2	-0.5
O=C(NC1CCCCCCC1)C1CCCN(S(=O)(=O)c2cnc[nH]2)C1 (centres undefined)	-2	-2	0.98	2	-1	7	-7	0.93	0.0
CC(C)C(=O)N1CCN(c2ccccc2NC(=O)c2ccco2)CC1	6	1	1	-2	-2	-13	-3	1.1	-0.3
Fc1cccc(Cl)c1-c1nnc2ccc3ccccc3n12	-5	-4	0.96	4	-1	1	5	0.99	51*
COc1ccc(S(=O)(=O)N2CCN(C(=O)CCc3c[nH]c4ccccc34)CC2)cc1	-9	0	1	-3	-1	14	-9	0.86	-2.7
Cc1cc(C)nc(SCC(=O)N/N=C/c2cc(C)n(-c3ccccc3C)c2C)n1	-4	0	1.1	-7	0	1	-8	0.99	3.0
C=CC[C@@H](CC(=O)N[C@H](CO)Cc1ccccc1)C(=O)N[C@@H](COC(=O)[C@H](CC=C)CC(=O)OC(C)(C)C)Cc1ccccc1	-4	-4	0.99	0	3	13	-11	0.87	-0.8
Cc1[nH]c2ccccc2c1C(c1ccncc1)N1CCCCC1 (centres undefined)	-3	0	1.1	-9	2	-3	0	1	-7.3
CN(CC(=O)NCC(c1ccco1)N1CCCCC1)S(=O)(=O)c1ccc(Cl)cc1 (centres undefined)	-1	-2	0.95	5	1	6	7	0.94	0.0
CCCNC(=O)c1cnc(-c2ccccc2)nc1-c1ccccc1	-6	-2	0.97	3	-3	1	-2	0.99	4.6
CCOc1ccc(CCNC(=O)C2CCN(c3nnc(-n4cccc4)s3)CC2)cc1OCC	1	-3	1.3	-27	3	1	4	0.99	1.5
COc1ccc(-c2cc(C(=O)N3CCCC3)c3ccccc3n2)cc1	-6	-2	1	0	-4	-21	0	1.2	0.7
COc1ccc(S(=O)(=O)N2CCOC2CNC(=O)C(=O)NCc2ccccn2)cc1 (centres undefined)	-7	5	1	-3	0	-4	-2	1	-1.0
N#CCCN1C(=O)C2(OCCO2)c2ccccc21	-9	7	0.9	10	-2	-3	4	1	-2.2
CCOC(=O)[C@@H]1[C@H]2COc3cc(OC)ccc3[C@@H]2N2C(=O)N(c3cccc(F)c3)C(=O)[C@@]12C	-2	-6	1	-4	-2	-4	5	1	0.5
O=C(c1cc(S(=O)(=O)N2CCOCC2)ccc1Cl)N1CCC(Cc2ccccc2)CC1	1	-4	0.95	5	2	-18	0	1.2	-1.9
O=C(N/N=C/c1cccc(O)c1)NC1CCCCC1	-5	-1	0.92	8	-3	-14	-3	1.1	0.2
COc1ccc2[nH]c3c(=O)n(Cc4ccc(C(=O)NCC5CCCO5)cc4)c(=S)[nH]c3c2c1 (centres undefined)	3	-4	0.91	10	-4	-2	-4	1	-0.1
O=C(Cn1cnc2ccccc2c1=O)NCCCN1CCCC1=O	-9	-3	1.1	-9	-2	16	-5	0.84	-0.9
Cc1cccc(N/N=C/c2ccccc2O)c1	-2	-3	1.1	-7	2	5	22	0.95	-9.1
CC12CC(c3ccccc3O1)N(C(=O)c1ccco1)C(=S)N2c1ccccc1 (centres undefined)	0	-5	0.96	4	-2	-27	-6	1.3	1.1
O=C(O)CC(CC(=O)NCC(O)c1ccccc1)c1ccccc1 (centres undefined)	-6	0	0.96	4	-2	4	-4	0.96	1.1
O=C(C1CC(=O)N(C2CCCC2)C1)N1CCN(c2ccc(F)cc2)CC1 (centres undefined)	-7	-3	0.9	10	-4	22	-5	0.78	0.2
Cc1ccc(-c2cc(C(F)(F)F)n3ncc(C(=O)NCc4ccco4)c3n2)cc1	-2	4	0.93	8	-1	-37	-7	1.4	-1.6
CC(C)CC1NC(=O)N(CC(=O)N2c3ccccc3NC(=O)C2(C)C)C1=O (centres undefined)	2	-2	1.1	-6	5	-2	-1	1	0.2
COc1ccc(NS(=O)(=O)c2ccc3oc(Nc4ccc5c(c4)OCCO5)nc3c2)cc1	0	-4	0.89	11	-2	5	-2	0.95	-1.3
Cc1cc(C(=O)COC(=O)c2ccccc2Br)c(C)n1CC1CCCO1 (centres undefined)	1	-7	0.96	4	-10	-9	-7	1.1	1.4
Cc1ccc2nc(Cn3cc(C(F)(F)F)cc(Cl)c3=O)cc(=O)n2c1	-2	0	1	-1	2	-1	4	1	-0.3
CC(C)(C)NC(=O)NC(=O)CSc1nnc(-c2ccccc2F)n1N	-1	-4	0.96	4	-19	13	-12	0.87	-0.5
COc1cccc(NC(=O)c2ccccc2Oc2ccccc2)c1	-9	-3	0.99	1	-8	-6	-2	1.1	3.4
Nc1cc(=O)[nH]c2nnc(SCC(=O)Nc3cccc4ccccc34)n12	-1	0	0.93	7	3	7	3	0.93	-0.1
O=C(COC(=O)CNC(=O)c1ccccc1Cl)Nc1cc(C(F)(F)F)ccc1Cl	-9	-3	1	-2	-1	-6	-5	1.1	-0.3
CSc1ncccc1C(=O)OCC(=O)NCCCc1ccccc1	-6	-2	0.97	3	-1	3	0	0.97	0.1
COCCCNC(=O)CCN1N=C(c2ccccc2)CCC1=O	-2	0	0.95	5	4	5	-1	0.95	0.7
COC(=O)c1ccccc1NC(=O)c1cc2ccccc2o1	-7	-3	0.88	12	-1	14	-8	0.86	0.3
COc1cc(C(CCN2CCCC2)c2c(OC)cc(OC)c3c(-c4ccccc4)cc(=O)oc23)cc(OC)c1OC (centres undefined)	-7	-9	0.93	7	0	14	5	0.86	-1.3
CCCCCCn1c(=O)c(F)cn(Cc2ccc(OC)c([N+](=O)[O-])c2)c1=O	-5	-4	0.98	2	-1	-3	-15	1	-17
Cc1cccc(C(=O)Nc2ccccc2C(=O)NCc2cccnc2)c1	-6	1	0.93	7	-2	11	-2	0.89	0.6
COc1ccc(C(=O)N2CCC(C(=O)Nc3cccc(C)c3)CC2)cc1OC	-5	-2	1	-3	-2	-3	-10	1	-1.6
CCO[C@H]1OC(C(=O)N2CCN(C)CC2)=C[C@@H](c2ccc(Br)cc2)[C@@H]1CCCO	7	-7	1.1	-9	0	-6	-11	1.1	-0.1
Cc1c(NC(=S)Nc2cccc(Cl)c2)c(=O)n(-c2ccccc2)n1C	-7	0	1.1	-8	-7	-15	0	1.1	3.9
CCOC(=O)c1ccc(NC2c3ccccc3C(=O)N2c2cccnc2)cc1 (centres undefined)	-10	1	0.97	3	-3	0	-22	1	0.5
CC(=O)c1c(C)[nH]c(C(=O)OCC(=O)N(C)c2c(N)n(Cc3ccccc3)c(=O)[nH]c2=O)c1C	-9	-3	0.97	3	-3	-2	-11	1	-2.9
Cc1cc(C)nc(SCCC(=O)Nc2ccccc2Cl)n1	-9	2	0.99	1	2	3	-3	0.97	-0.7
CSc1ncccc1C(=O)OCC(=O)Nc1nc(C)c(Cl)cc1Cl	-5	7	0.99	1	0	-1	7	1	0.2
COc1cc(C(=O)Nc2nc3ccc(C)cc3s2)ccc1OCc1c(C)noc1C	4	-1	0.95	5	4	-20	-4	1.2	2.7
Cc1cc(=O)n2c3ccccc3n(C)c2n1	0	-3	0.96	4	-4	-21	-2	1.2	0.6
Cc1ccc(S(=O)(=O)c2c(N)n(CCCN(C)C)c3nc4ccccc4nc23)cc1	-3	-3	0.89	11	0	8	-2	0.92	-3.2

Some values from the entries so far.
Result of Cc1cc(C)nc(SCCC(=O)Nc2ccccc2Cl)n1 in beta cell repl: 2
Result of CC(=O)c1c(C)[nH]c(C(=O)OCC(=O)N(C)c2c(N)n(Cc3ccccc3)c(=O)[nH]c2=O)c1C in ATG4B inh: -11

No new results follow: entries from further up.
SMILES	A3G deaminase	beta cell repl	mIAP activ	mIAP block	APOBEC3A inh	hIAP block	ATG4B inh	hIAP act	MPTP inh
CCCCCCn1c(=O)c(F)cn(Cc2ccc(OC)c([N+](=O)[O-])c2)c1=O	-5	-4	0.98	2	-1	-3	-15	1	-17
Cc1cccc(C(=O)Nc2ccccc2C(=O)NCc2cccnc2)c1	-6	1	0.93	7	-2	11	-2	0.89	0.6
COc1ccc(C(=O)N2CCC(C(=O)Nc3cccc(C)c3)CC2)cc1OC	-5	-2	1	-3	-2	-3	-10	1	-1.6
CCO[C@H]1OC(C(=O)N2CCN(C)CC2)=C[C@@H](c2ccc(Br)cc2)[C@@H]1CCCO	7	-7	1.1	-9	0	-6	-11	1.1	-0.1
Cc1c(NC(=S)Nc2cccc(Cl)c2)c(=O)n(-c2ccccc2)n1C	-7	0	1.1	-8	-7	-15	0	1.1	3.9
CCOC(=O)c1ccc(NC2c3ccccc3C(=O)N2c2cccnc2)cc1 (centres undefined)	-10	1	0.97	3	-3	0	-22	1	0.5
CC(=O)c1c(C)[nH]c(C(=O)OCC(=O)N(C)c2c(N)n(Cc3ccccc3)c(=O)[nH]c2=O)c1C	-9	-3	0.97	3	-3	-2	-11	1	-2.9
Cc1cc(C)nc(SCCC(=O)Nc2ccccc2Cl)n1	-9	2	0.99	1	2	3	-3	0.97	-0.7
CSc1ncccc1C(=O)OCC(=O)Nc1nc(C)c(Cl)cc1Cl	-5	7	0.99	1	0	-1	7	1	0.2
COc1cc(C(=O)Nc2nc3ccc(C)cc3s2)ccc1OCc1c(C)noc1C	4	-1	0.95	5	4	-20	-4	1.2	2.7
Cc1cc(=O)n2c3ccccc3n(C)c2n1	0	-3	0.96	4	-4	-21	-2	1.2	0.6
Cc1ccc(S(=O)(=O)c2c(N)n(CCCN(C)C)c3nc4ccccc4nc23)cc1	-3	-3	0.89	11	0	8	-2	0.92	-3.2

Continued.
SMILES	A3G deaminase	beta cell repl	mIAP activ	mIAP block	APOBEC3A inh	hIAP block	ATG4B inh	hIAP act	MPTP inh
COc1ccc(CNC(=O)CS(=O)(=O)Cc2nc(-c3ccc(OC)cc3)oc2C)cc1	-5	1	0.98	2	-2	-6	-15	1.1	-0.8
CC(C)(C)NC(=O)NC(=O)CN1CCN(S(=O)(=O)/C=C/c2ccccc2)CC1	-7	1	0.97	3	-2	9	-5	0.91	-0.4
CCOc1ccc(C(=O)NCC(=O)N2CCCCCCC2)cc1	0	3	1.1	-9	2	8	3	0.92	-1.8
CCOC(=O)C1=NNC(C(=O)c2ccccc2)C1c1ccc(Cl)cc1 (centres undefined)	-7	-1	0.95	4	-3	-2	11	1	-0.9
COC(=O)C1CCN(C(=O)C2CCCCC2)CC1	-8	-1	1	-2	-3	15	-12	0.85	-0.3
Cn1c(=O)oc2cc(S(=O)(=O)NCc3cccnc3)ccc21	-3	-2	1.1	-12	-2	-17	5	1.2	1.2
Clc1ccc(Cc2ccc(SCc3ccccc3)nn2)c(Cl)c1	0	-6	0.93	8	4	6	5	0.94	5.5
O=C(COc1ccc2c(c1)CCC2)Nc1ccccn1	13	-7	0.88	12	-2	10	4	0.9	-0.2

Screening data (PubChem)

This is a random part of the collection; about 3.3% have a hit in one of these screens.
